# FBPA coupling cs – inhibits coupling enzyme system, counter-screen for aldolase hits | coupling enzyme system counterscreen, AmpLite Red fluorescence | hit rate 0.67% among 290,000 | activity change, negative = inhibition, % at 58.2 µM, hits read low; in the data active = activity change below about -30%; also: % is scaled to controls: 0 for no effect and ±100 for the full control effect
#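 Final compound at 57.5 uM, incubated 10 min at RT with coupling enzyme reagent (glyceraldehyde-3-phosphate), then 20 min with substrate and AmpLite Red detection. Fluorescence read at 525/598 nm; tests interference with the coupling assay, not aldolase inhibition.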
# PKM2 act – PKM2 (human) enzyme activation. P14618. purified PKM2, Kinase-Glo ATP luminescence, activation; response scale: 0% is enzyme alone, no compound. Potency, µM (doses to about 57.5 µM), for the others: at the highest dose activation, actives largely listed as activators. hit rate 0.34% among 260,000. AID 1631; also: potency is read from the fitted curve at half-maximal effect; % is scaled to controls: 0 for no effect and ±100 for the full control effect; nearly all actives have a fitted effect of over 55% in size
#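 Purified hPK-M2 (>95%) run at intermediate activity with 0.1 mM ADP and 0.5 mM PEP in 50 mM imidazole pH 7.2, KCl, MgCl2; 1 h room temperature. ATP formed read by Kinase-Glo luminescence; normalized to uninhibited and no-enzyme controls.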
# Giardia kill – kills Giardia lamblia. activity change, % at 7.66 µM, hits read low. hit rate 0.15% among 340,000. Giardia lamblia trophozoite viability; in the data active = activity change below about -80%; inconclusive = between about -30% and that limit;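 also: parasites exposed to compound for two days anaerobically before the ATP read; % is scaled to controls: 0 for no effect and ±100 for the full control effect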
#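 Each well holds 100 Giardia trophozoites and compound. After two days (48 hrs) at 37 deg C in anaerobic conditions, ATP is quantified by luminescence.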
# B2AR arrestin – beta2AR (human) beta-arrestin recruitment activity; beta-arrestin recruitment to beta2AR, cell-based reporter; hit rate 0.02% among 330,000; Potency, µM (doses to about 46.1 µM), without a hit: top-dose activation, most hits filed as activators; AID 492947;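 also: potency is read from the fitted curve at half-maximal effect; 0% = DMSO controls and full agonism = EC100 isoproterenol or metaproterenol; nearly all actives have a fitted effect of over 65% in size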
# Menin-MLL TR inh – inhibitors of human menin-MLL interaction, mutant MLL peptide. O00255. Menin + Texas Red MLL mutant peptide, fluorescence polarization. Potency, µM (top dose mostly 61.6 µM), inactives show at the top dose FP activity change, negative = inhibition, actives largely listed as inhibitors. hit rate 0.23% among 270,000. AID 1768; active = well fitted inhibition curve with a large enough effect in the polarisation, with a control signal flat, not every such curve was filed as active; inconclusive = small, poorly fitted or top-dose-only effect, or effect the other way, or a change in a side signal; inactive = no such curve, though single readings can be large or run the other way; the % refers to the polarisation; also: potency is read from the fitted curve at half-maximal effect; % of control where 0% means no effect; many of its hits are not listed in these tables
# Target sequence (O00255 whole entry, looked up): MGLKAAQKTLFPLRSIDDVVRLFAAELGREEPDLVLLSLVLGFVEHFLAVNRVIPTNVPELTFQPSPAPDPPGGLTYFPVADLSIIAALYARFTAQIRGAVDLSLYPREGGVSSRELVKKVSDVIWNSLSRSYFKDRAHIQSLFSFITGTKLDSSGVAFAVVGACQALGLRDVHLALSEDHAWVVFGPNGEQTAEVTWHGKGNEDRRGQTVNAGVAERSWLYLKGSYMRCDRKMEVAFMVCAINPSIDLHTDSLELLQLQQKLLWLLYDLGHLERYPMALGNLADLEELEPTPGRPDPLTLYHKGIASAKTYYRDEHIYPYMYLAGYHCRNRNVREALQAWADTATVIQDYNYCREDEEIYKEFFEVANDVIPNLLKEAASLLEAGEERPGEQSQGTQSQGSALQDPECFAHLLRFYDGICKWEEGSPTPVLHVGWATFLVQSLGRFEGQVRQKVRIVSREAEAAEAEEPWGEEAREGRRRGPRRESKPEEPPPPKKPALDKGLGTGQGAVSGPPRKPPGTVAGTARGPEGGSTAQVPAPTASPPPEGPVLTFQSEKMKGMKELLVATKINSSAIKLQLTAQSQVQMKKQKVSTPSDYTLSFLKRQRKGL
# KCNH2 WT inh – blocks the wildtype human KCNH2 potassium channel; Q12809; U2OS, BacMam KCNH2, thallium flux FluxOr; hits give low values; activity change, % at 1.84 µM; hit rate 0.37% among 340,000; AID 720551;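 active = maximum activity change below -70%; inconclusive = maximum activity change between -70% and -50%; inactive = maximum activity change above -50%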; also: % is scaled to controls: 0 for no effect and ±100 for the full control effect
#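 U2OS cells transduced with wild-type KCNH2 virus are loaded with FluxOr dye for 45 min, and thallium flux is measured in kinetic reads before and after stimulation buffer. Rate constants are normalized to DMSO controls.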
# USP2a inh – blocks human ubiquitin-specific protease USP2a. hit rate 0.01% among 330,000. Potency, µM (highest dose often 38.3 µM), inactives show top-dose activity change, negative = inhibition, usual class: inhibitors. USP2 core, Ub-CHOP2 coupled fluorogenic reporter, 485/531. O75604;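 also: potency is read from the fitted curve at half-maximal effect; plate controls were DMSO wells for no effect and full inhibition by NEM control for full effect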
#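 Deubiquitinase activity read as fluorescence (485/531 nm) after Ub-CHOP2 cleavage activates the enterokinase reporter on its substrate; USP2 core 10nM, Ub-CHOP2 and substrate 25nM each, 30min compound preincubation then 60min RT; data normalized to NEM, curves fitted.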
# TRPV1 ag – activates the human vanilloid receptor TRPV1; Q8NER1; TRPV1-expressing cells, Fluo-8 calcium influx, agonist mode; activation, % at 8.33 µM; hit rate 0.19% among 320,000; AID 540275; in the data active = activation above about 80%; inconclusive = between about 30% and that limit; also: 0% is about no effect
#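 Cells expressing TRPV1 were dye-loaded with Fluo-8 and read kinetically: 10 s baseline, 3 min after compound (agonist portion), then 2 min after EC20 capsaicin (allosteric enhancer portion). Calcium-bound dye fluorescence at 480/520 nm.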
# KCNH2 3.1 block – blocks the human KCNH2 3.1 channel isoform. U2OS KCNH2 3.1, thallium flux FluxOr; hits give low values. activity change, % (tested at about 1.8 µM). hit rate 0.95% among 340,000. AID 720553;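 active = maximum activity change below -70%; inconclusive = maximum activity change from -70% to -50%; inactive = maximum activity change above -50%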;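 also: thallium influx rate constant from kinetic fluorescence after stimulation buffer; % is scaled to controls: 0 for no effect and ±100 for the full control effect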
#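 Normalized rate constant (relative to positive and negative DMSO controls) derived from a 2 min kinetic fluorescence read after stimulation; U2OS cells expressing the 3.1 isoform via virus at 1.77 x 10^8 /mL.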
# GALK inh – blocks human galactokinase activity; hit rate 0.007% among 270,000; P51570; Purified GALK, Kinase-Glo residual ATP luminescence; Potency, µM (series often up to 57.5 µM), without a hit: at the top dose activity change, negative = inhibition, hits mostly inhibitors; also: potency is read from the fitted curve at half-maximal effect; % is scaled to controls: 0 for no effect and ±100 for the full control effect
# Target sequence (P51570 whole entry, looked up): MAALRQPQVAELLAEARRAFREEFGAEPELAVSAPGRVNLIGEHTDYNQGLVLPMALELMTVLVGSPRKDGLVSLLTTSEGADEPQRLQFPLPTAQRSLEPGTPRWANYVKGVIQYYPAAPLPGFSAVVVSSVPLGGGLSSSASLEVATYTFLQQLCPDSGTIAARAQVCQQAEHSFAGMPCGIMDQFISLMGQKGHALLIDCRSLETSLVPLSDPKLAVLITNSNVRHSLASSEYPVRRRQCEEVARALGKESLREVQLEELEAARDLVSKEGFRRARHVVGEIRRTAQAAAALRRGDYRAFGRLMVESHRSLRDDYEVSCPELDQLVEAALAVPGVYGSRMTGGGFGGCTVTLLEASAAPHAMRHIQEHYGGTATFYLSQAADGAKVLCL
#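 ATP-depletion format; final 35 uM ATP, 100 uM D-galactose, 5 nM enzyme; pH 8.0 HEPES/Mg2+ buffer; 60 min RT; luminescence read 10 min after detection reagent.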
# CXXC DNA block – inhibitors of human MLL CXXC domain-DNA interaction; AID 2662; hit rate 0.037% among 290,000; Potency, µM (doses to about 115 µM), inactives show at the top dose activity change, negative = inhibition, hits mostly inhibitors; MLL-CXXC / FITC-HOXA9 DNA fluorescence polarization; active = well fitted inhibition curve with a large enough effect in the polarisation, with a control signal flat, not every such curve was filed as active; inconclusive = small, poorly fitted or top-dose-only effect, or effect the other way, or a change in a side signal; inactive = no such curve, though single readings can be large or run the other way; the % refers to the polarisation; also: potency is read from the fitted curve at half-maximal effect
#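 Fluorescence polarization: 7 uM MLL-CXXC (stock) preincubated 5 min with compounds, then 50 nM fluorescein-HOX-A9 DNA (stock) added; 30 min ambient. Buffer 50 mM Tris-HCl pH 7.5, 50 mM NaCl, 1 mM DTT, 0.05% BSA.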
# Starred values were filed as active, the others as inactive; u = inconclusive; x = not tested or not shown; [ ] = dose if it differs, or a comment. Unless noted, calls follow the shape of the dose curve; as a rule, active = well fitted curve in the direction sought with a large enough effect; inconclusive = small, poorly fitted or top-dose-only effect, or another doubt; inactive = no such curve, though single readings can be large; an effect the other way counts as inactive or inconclusive. The list is partial (hit frequency here may not be typical).
SMILES,FBPA coupling cs,PKM2 act,Giardia kill,B2AR arrestin,Menin-MLL TR inh,KCNH2 WT inh,USP2a inh,TRPV1 ag,KCNH2 3.1 block,GALK inh,CXXC DNA block
CCCC(=O)NC(=S)Nc1ccccc1OC,-0.6,-0.9%,3.8,x,0.2%,3.2,x,13.0,-12.1,1.2%,-10.4%
CCCNS(=O)(=O)c1ccc(N2CCCC2=O)c([N+](=O)[O-])c1,0.7,-3.3%,-19.2,-1.1%,2.2%,-1.5,4.4%,-4.1,10.2,0.0%,-1.9%
CCc1nnc(NS(=O)(=O)c2ccc(N/C=C(\C=O)c3nc4cc(Cl)ccc4o3)cc2)s1,-3.1,0.5%,-12.3,0.0%,u,-6.3,-2.0%,u,x,-7.7%,42.7%[activator]
O=C(CCC(=O)N/N=C/c1ccccc1O)NCc1ccccc1,1.7,-1.0%,22.7,-0.3%,-2.4%,-3.6,1.3%,-2.9,-7.3,1.2%,-0.4%
CC(C)(C)c1nc(CN2CCCCC2)cc(CN2CCCCC2)c1O,2.5,-3.7%,16.5,-1.0%,-0.5%,16.6,2.5%,4.6,-3.9,3.5%,6.5%
CC1CCN(C(c2ccc(N(C)C)cc2)c2nnnn2Cc2ccc(F)cc2)CC1 (stereo not given),-1.9,4.9%,-0.8,0.1%,-12.0%,3.2,1.2%,-5.4,-9.3,0.4%,3.5%
COc1cccc(/C=N/Nc2nc3ccccc3n3cnnc23)c1,2.5,9.1%,18.2,-0.7%,-0.2%,-5.4,3.2%,0.3,1.8,-0.8%,42.9%[activator]
COC(=O)c1ccc(C(=O)OC)c(NC2=NS(=O)(=O)c3ccccc32)c1,3.5,-0.6%,-1.0,-0.1%,14.0%,-13.2,-2.2%,-20.9,-0.6,0.3%,-1.7%
CCN(CC)C(=O)c1ccc(S(=O)(=O)NCc2cccnc2)cc1,2.0,-0.3%,-10.3,0.2%,-0.4%,-21.2,-6.0%,-1.7,-3.9,2.0%,-2.2%
COc1ccnc2c1c(=O)n(Cc1cccc(Cl)c1)c(=O)n2C,0.4,1.9%[0.46 µM],33.9[activator],-0.2%,2.0%,6.4,2.5%,5.7,5.0,-3.0%,4.5%
COc1ccc(N2CCN(C(CNC(=O)C(=O)NCc3ccc4c(c3)OCO4)c3ccco3)CC2)cc1 (stereo not given),0.2,-1.3%,41.6[activator],-0.3%,-11.6%,-40.9,0.2%,1.9,12.9,7.5%,1.2%
CC(C)OCCCNC(=O)Cn1ncc2c(=O)oc3ccccc3c21,0.6,-0.3%,9.8,0.2%,-1.9%,-5.9,-0.4%,-2.4,-8.8,-1.0%,0.0%
CCCc1ccc(C(=O)NNc2cccc(C)c2)cc1,-2.6,-19.1%,-7.1,-1.8%,x,9.0,0.3%,20.5,-19.3,-0.2%,9.1%
Clc1ccc(CSc2cc3c(nn2)-c2ccccc2CC3)cc1,0.9,7.4%,-9.9,0.7%,0.2%,0.8,3.1%,-2.1,-22.4,2.2%,-2.1%
O=S(=O)(c1cccc2nsnc12)N1CCc2ccccc21,3.4,u,-0.7,-0.3%,-1.1%,7.1,3.9%,3.6,1.2,-2.4%,8.5%
COC(=O)C1CCN(C(=O)COC(=O)c2ccc(=O)n(Cc3ccccc3)n2)CC1,x,x,-4.3,-0.2%,x,-2.6,1.1%,0.1,6.4,x,x
COCc1ccc(C(=O)N2CCCC(Nc3ccc(F)c(F)c3)C2)s1 (stereo not given),x,-3.4%,1.4,-0.4%,x,9.0,1.8%,u,-1.8,5.4%,-10.1%
CC1CCN(S(=O)(=O)c2ccc3ncn(CC(=O)N4CCN(C)CC4)c(=O)c3c2)CC1,-1.1,0.4%,-4.8,0.0%,2.2%,2.7,0.6%,1.7,-0.1,1.2%,1.8%
O=C(COC(=O)c1ccc2c(c1)OCCO2)Nc1ccc(F)cc1F,x,x,-4.2,-0.7%,x,3.8,0.8%,x,-13.3,x,x
O=C(CCCc1c[nH]c2ccccc12)Nc1ccc(S(=O)(=O)Nc2ncccn2)cc1,6.3,-2.4%,2.9,-0.3%,x,-0.3,5.6%,x,8.2,-4.2%,23.1%
CCOc1ccc(NC(=O)CN2C(=O)CSc3ccc(S(=O)(=O)N4CCOCC4)cc32)cc1,0.2,x,13.1,0.2%,10.1%,4.9,2.6%,23.1,-3.8,-0.9%,2.7%
O=C(Cn1cnc2c(OCc3ccccc3)ncnc21)NCc1ccccc1,x,x,24.4,-0.5%,x,-5.9,1.0%,x,6.2,x,x
O=C(CN1C(=O)CSc2ccc(S(=O)(=O)N3CCOCC3)cc21)NCCCN1CCc2ccccc2C1,-0.2,3.2%,-18.6,0.2%,-17.3%,x,3.4%,1.4,-31.3,-0.8%,3.7%
CC(C)CNS(=O)(=O)c1cc2c3c(c1)CCC(=O)N3CCC2,x,x,20.2,-0.5%,x,-3.7,-1.0%,-6.3,5.5,6.1%,-14.5%
COc1cccc(NC(=O)CN(C)C(=O)c2ccc(S(=O)(=O)Nc3ccccc3F)cc2)c1,x,x,9.1,0.1%,x,9.2,0.4%,-0.3,9.0,x,x
CCOc1cc(C2C3=C(CC(C)(C)CC3=O)N(CCCOC)C3=C2C(=O)CC(C)(C)C3)ccc1O,-1.5,28.4%,2.5,-1.1%,-18.1%,3.4,0.5%,3.1,-15.8,0.3%,-14.2%
CC1(C)C(/C=C/C=C/C=C/C=C2\N(CCCCS(=O)(=O)O)c3ccc4ccccc4c3C2(C)C)=[N+](CCCCS(=O)(=O)[O-])c2ccc3ccccc3c21,x,x,-2.0,x,-5.2%,-1.9,x,x,22.1,x,-22.4%
S=C(Nc1ccccc1)N(CCN1CCOCC1)Cc1cccc(Cl)c1,-1.0,-0.3%,6.4,-0.5%,7.5%,-1.2,-0.1%,25.4,-14.9,-0.1%,-0.1%
Cc1ccc(C(=O)NN2CC(O)=C(c3nc(-c4cccc([N+](=O)[O-])c4)cs3)C2=N)cc1,1.0,-32.2%,2.5,0.2%,u,2.0,2.4%,-5.0,10.9,7.8%,-5.2%
CC1Sc2ccc(S(=O)(=O)CCC(=O)N(C)Cc3ccco3)cc2NC1=O (stereo not given),x,x,5.7,0.4%,x,-7.6,-0.4%,1.8,-9.0,-7.6%,-0.3%
O=S(=O)(c1ccc(N2CCN(Cc3ccccc3)CC2)nc1)N1CCCC1,x,x,3.1,0.0%,x,2.6,-3.9%,11.7,10.4,x,x
CNS(=O)(=O)c1ccc(C(=O)NCC(=O)NCCc2ccc3c(c2)OCCO3)cc1,x,x,-7.7,-0.1%,x,-9.6,2.6%,-2.9,-6.3,x,x
Cc1cccc(NC(=O)C2CC(O)CN2C(=O)Oc2ccccc2)c1 (stereo not given),0.0,x,9.3,0.5%,x,3.4,0.7%,-2.5,-16.1,6.7%,-1.2%
O=c1ccc(NS(=O)(=O)c2ccccc2)cn1Cc1ccc(Cl)c(Cl)c1,0.8,11.9%,-14.6,-0.1%,u,2.3,-5.0%,-2.2,-0.6,2.7%,-9.5%
NC(=O)c1cc[n+](CC(=O)NC(=O)Nc2ccccc2)cc1,x,x,1.1,-0.1%,x,5.0,3.5%,-1.3,-13.4,x,x
NS(=O)(=O)c1ccc(Nc2nc(-c3ccc4ccccc4c3)cs2)cc1,-2.2,4.2%,2.9,0.1%,u,-3.8,2.9%,-0.6,-9.3,-0.2%,21.9%
O=C(Nc1ccccc1)C1CC(O)CN1S(=O)(=O)c1ccc([N+](=O)[O-])cc1 (stereo not given),-1.2,0.6%,-1.1,-0.1%,x,7.4,-0.6%,0.7,5.6,0.4%,-4.9%
Cc1ccc2nc(/C(C#N)=C/c3ccc(-c4cccc([N+](=O)[O-])c4)o3)[nH]c2c1,-1.5,-14.0%,4.0,-0.9%,2.1%,0.5,6.2%,-9.1,-26.7,x,43.4%[activator]
CC(=O)Nc1nnc(SCC(=O)NC2CCCC2)s1,0.0,2.4%,-18.0,-0.1%,2.5%,-6.0,5.7%,-1.6,16.1,9.9%,-14.5%
COC(=O)c1sc(SC)nc1N,6.0,-12.1%,u,-1.4%,x,-4.3,0.6%,0.7,5.1,x,-6.8%

# Compound activity deposited in PubChem BioAssay by National Center for Advancing Translational Sciences (NCATS).
